# HDAC3 inhib: HDAC3 deacetylase inhibitors, primary screen, biochemical, fluorescence, cell-free homogeneous. 320,000 tested, 0.15% active. AID 2718, 2010. recombinant HDAC3, fluorogenic peptide/trypsin coupled. inhibition, % at 8.3 µM. Histone deacetylase 3 (Homo sapiens), O15379; in the data active = inhibition above about 26%, passing the limit was not always enough; inconclusive = no clear call, values can overlap the other calls
# ANO1 block: TMEM16A chloride channel inhibitors, primary screen, cell-based, HTS; AID 588511, 2011; 310,000 tested, 1.2% active; HEK293 TMEM16A/YFP iodide influx fluorescence, ionomycin; normalized B-score (activity score, 25-100; higher = stronger inhibition) at 10 µM;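 active = ratio plate-corrected score three or more library SD toward inhibition, starting fluorescence score within five deviations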;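 note: score derived from kinetic fluorescence span divided by baseline fluorescence per well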
# Target sequence (Q8BHY3 whole entry, looked up): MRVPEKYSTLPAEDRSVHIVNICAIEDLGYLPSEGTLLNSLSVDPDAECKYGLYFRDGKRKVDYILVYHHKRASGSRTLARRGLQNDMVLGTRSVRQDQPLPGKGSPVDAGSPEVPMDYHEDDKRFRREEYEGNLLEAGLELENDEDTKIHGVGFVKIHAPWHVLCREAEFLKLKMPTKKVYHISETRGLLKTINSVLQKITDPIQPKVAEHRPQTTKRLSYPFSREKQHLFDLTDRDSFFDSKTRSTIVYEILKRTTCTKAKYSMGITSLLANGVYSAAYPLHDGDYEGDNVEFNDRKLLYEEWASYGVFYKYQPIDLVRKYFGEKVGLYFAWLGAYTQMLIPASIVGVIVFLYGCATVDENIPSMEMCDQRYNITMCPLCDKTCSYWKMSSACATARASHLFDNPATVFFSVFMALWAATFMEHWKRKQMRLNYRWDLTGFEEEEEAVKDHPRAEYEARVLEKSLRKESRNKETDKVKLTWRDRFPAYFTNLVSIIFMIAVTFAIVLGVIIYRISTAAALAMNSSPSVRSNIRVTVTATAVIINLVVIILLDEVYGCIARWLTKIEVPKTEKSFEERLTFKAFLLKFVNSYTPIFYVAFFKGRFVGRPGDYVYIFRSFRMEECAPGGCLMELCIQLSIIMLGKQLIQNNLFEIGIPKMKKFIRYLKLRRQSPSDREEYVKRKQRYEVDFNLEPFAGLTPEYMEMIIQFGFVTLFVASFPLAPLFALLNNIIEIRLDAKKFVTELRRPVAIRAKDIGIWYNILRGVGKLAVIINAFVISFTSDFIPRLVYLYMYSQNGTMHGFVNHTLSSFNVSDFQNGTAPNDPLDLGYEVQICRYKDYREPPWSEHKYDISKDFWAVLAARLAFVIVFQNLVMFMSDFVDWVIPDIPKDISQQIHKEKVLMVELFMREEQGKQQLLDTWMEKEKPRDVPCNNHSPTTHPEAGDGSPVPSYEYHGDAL
# TMEM16A act: TMEM16A chloride channel activators or potentiators, primary screen, cell-based, HTS; B-score at 10 µM; Anoctamin-1 (Mus musculus), Q8BHY3; HEK293 TMEM16A/YFP-H148Q/I152L, iodide quench fluorescence; stronger effect = lower value; 340,000 tested, 0.3% active;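 active = fluorescence-ratio B-score plate-corrected deviation score at least 3 library SD below zero, with starting fluorescence score within 5 deviations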;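 note: channel opened by trigger with iodide after compound preincubation; score built on the fluorescence ratio of max minus min over baseline; more negative score means more quench and so TMEM16A activation or potentiation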
# KCNK9 inh: KCNK9 potassium channel inhibitors, primary screen, HEK293 cells, thallium flux; FluxOR thallium flux fluorescence; stronger effect = lower value; B-score at 10 µM; 310,000 tested, 1.2% active;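 active = ratio B-score over 3 SD below the library mean, with starting fluorescence within 5 SD of its mean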;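 note: negative B-score means less thallium flux so channel inhibition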
# TRPC4 PAM: positive allosteric modulators of TRPC4, primary screen, cell-based, mouse TRPC4beta, HEK293 mu-opioid, Fluo-4 calcium. Short transient receptor potential channel 4 (Mus musculus), Q9QUQ5. DAMGO EC20, Fluo-4 Ca2+ flux; stronger effect = higher value. B-score at 10 µM. 310,000 tested, 0.42% active. AID 2227, 2009;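 active = B-score of calcium response area above 5 SD of library B-scores, with initial fluorescence ratio within 5 SD of library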;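 note: B-score of integrated fluorescence ratio over time as area under calcium response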
# hERG rescue: hERG rescue from dofetilide block, primary screen, cell-based, CHO-hERG, FluxOR thallium flux, dofetilide IC70. Voltage-gated inwardly rectifying potassium channel KCNH2 (Homo sapiens), Q12809. dofetilide IC70 present. activation (rescue from dofetilide block), less the hit threshold, % at 10 µM. 310,000 tested, 0.51% active;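 active = activation above the mean of controls blocked by dofetilide plus 5 SD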;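 note: thallium influx through hERG after potassium depolarization seen as dye fluorescence rise; in these data hits start at about 4.7%; inactives centre near -7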
# KCNQ1 inh: inhibitors of human KCNQ1 channel, primary screen, cell-based, thallium flux, high-throughput | Potassium voltage-gated channel subfamily KQT member 1 (Homo sapiens), P51787 | B-score at 10 µM | CHO-K1 KCNQ1, FluxOR thallium flux fluorescence; stronger effect = higher value | 310,000 tested, 1.3% active;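 active = compounds whose thallium flux B-score, printed positive for inhibition, exceeds three library SD while starting fluorescence stays within three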;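 note: channel opened by potassium depolarization with thallium stimulus after 20 min compound exposure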
# DYRK1A inh: rat Dyrk1A kinase inhibitors, primary screen, biochemical, single point, plate reader | AID 504441, 2011 | inhibition, % at 12.5 µM | ADP-Glo luminescence, NFATc1 peptide | 310,000 tested, 0.43% active; in the data active = inhibition above about 50%;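 note: plate controls were vehicle with enzyme for no effect and no enzyme for full effect; many of its hits are not listed in these tables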
# KCNQ1 act: potentiators or activators of KCNQ1 channel, primary screen, cell-based, thallium flux, high-throughput; Potassium voltage-gated channel subfamily KQT member 1 (Homo sapiens), P51787; 310,000 tested, 0.35% active; CHO-K1 KCNQ1, thallium flux FluxOR fluorescence; stronger effect = higher value; B-score at 10 µM; AID 2648, 2010;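 active = fluorescence ratio B-score, a plate-corrected score, at least three library SD, with initial intensity B-score within 5 SD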
#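 System: CHO-K1 cells stably expressing KCNQ1 / Medium: assay buffer for compound exposure, DMSO matched across wells / Reagent: thallium- and potassium-containing depolarizing buffer / Compound: one concentration, matched DMSO / Incubation: 20 min compound pretreatment at room temperature / Measured by: kinetic FluxOR fluorescence, 10 s baseline plus 110 s post-stimulus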
# KCNK3 block: human KCNK3 channel inhibitors, primary screen, CHO cells, FluxOR thallium flux, B-score; Potassium channel subfamily K member 3 (Homo sapiens), O14649; FluxOR fluorescence; stronger effect = lower value; B-score at 10 µM; 340,000 tested, 0.84% active; AID 602410, 2012;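 active = B-score under library mean minus 4 SD, starting fluorescence ratio at most library mean plus 5 SD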;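 note: more negative B-score means stronger inhibition of thallium flux through KCNK3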
# TRPC4 agonist: activators of mouse TRPC4 channel, primary screen, Fluo4 calcium, HEK293 TRPC4beta/mu-opioid cells | B-score at 10 µM | 310,000 tested, 0.49% active | Fluo4 calcium fluorescence; stronger effect = higher value;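 active = B-score above 5 SD of library B-scores, and initial fluorescence ratio not above library mean plus 5 SD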;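 note: positive B-score marks a calcium rise read as TRPC4 activation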
#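 Assay system: HEK293 cells stably co-expressing mouse TRPC4beta and mu-opioid receptor / Timing: Fluo4 dye loading 45 min at room temperature, 110 s recording / Signal: Fluo4 calcium-sensitive dye fluorescence, kinetic, 1 Hz baseline / Read-out: integrated baseline-normalised fluorescence ratio, converted to per-well B score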
# Numbers without * were called inactive; i = inactive; ? = inconclusive; · = no result given. A portion of the library; rates above refer to the full screens.
SMILES | KCNK9 inh | KCNK3 block | TMEM16A act | KCNQ1 act | HDAC3 inhib | ANO1 block | hERG rescue | KCNQ1 inh | TRPC4 agonist | TRPC4 PAM | DYRK1A inh
Cc1nc(Nc2ccc(O)cc2)c2c3c(sc2n1)CCCC3 | i | i | i | i | 0 | i | -16 | i | i | i | 50
CCOC(=O)c1c(NC(C)=O)sc2c(OCCN(CC)CC)c(Br)ccc12 | i | i | i | i | -5 | i | -7 | i | i | i | -3
O=C(O)CCn1c(-c2ccccn2)nc2ccccc21 | i | i | i | i | -7 | i | -1 | i | i | i | 2
CCc1ccccc1NC(=S)N(CCCN1CCOCC1)Cc1ccccn1 | i | i | i | i | -3 | i | -9 | i | i | i | -7
Cc1nc2ncnn2c(C)c1Cc1ccc(Cl)cc1 | i | i | i | i | 4 | i | -6 | i | i | i | 0
CCN1CCN(C(=S)Nc2ccc3nc(N4CCN(CC)CC4)cc(C)c3c2)CC1 | i | i | i | i | 3 | i | -5 | i | i | i | -5
O=C(CCCCC(=O)NCCc1ccccc1)NCCc1ccccc1 | i | i | i | i | -1 | i | -3 | i | i | i | 13
Cc1c(C(=O)OC2CCCCC2)[nH]c2c1C(=O)CC(C)(C)C2 | i | i | i | i | 8 | i | -5 | i | i | i | -1
Cc1ccc(S(=O)(=O)/N=C(\Nc2cccc(C)c2)Nc2nc(C)cc(C)n2)cc1 | i | i | i | i | -2 | i | -2 | i | i | i | -6
COc1c(C)cc(Br)cc1C(=O)Nc1ccccc1N1CCN(C(=O)c2ccccc2)CC1 | i | i | i | i | 1 | i | -29 | i | i | i | 2
COc1cccc(C(=O)COC(=O)CCCC(=O)NC2CCCCC2)c1 | i | i | i | i | -2 | i | -12 | i | i | i | 22
S=C1SCN(Cc2ccco2)CN1Cc1ccco1 | i | i | i | i | -1 | i | -7 | i | i | i | -3
CSc1nc2ccc(S(=O)(=O)NC3CCCCC3)cc2s1 | i | i | i | i | 3 | i | -5 | i | i | i | -3
O=c1cc(CSc2ccc(Cl)cc2)nc(-c2ccncc2)[nH]1 | i | i | i | i | 3 | i | -5 | i | i | i | 18
CCN(c1ccc(OC)cc1)S(=O)(=O)c1nnc(NC(=O)c2ccccc2Cl)s1 | i | i | i | i | 2 | i | -5 | i | i | i | 1
CC(=O)OC(C(=O)n1nc(C)cc1C)c1ccccc1 (centres undefined) | i | i | i | i | -13 | i | -5 | i | i | i | ·
O=C(NCc1cccc(OC(F)(F)F)c1)C1CCC(=O)N(Cc2cccc(F)c2)C1 (centres undefined) | i | i | i | i | 8 | i | -8 | i | i | i | 3
Cc1cc(-c2ccc(Br)s2)nc(-n2cccc2)n1 | i | i | i | i | · | · | -5 | i | i | i | ·
CCCCCN(C(=O)CCC(=O)OCc1ccccc1C)c1c(N)n(CCCC)c(=O)[nH]c1=O | i | i | i | i | 0 | i | -13 | i | i | i | 1
COc1ccc2c(c1)c1ncn(CCN3CCNCC3)c(=O)c1n2C | i | i | i | i | -84 | i | -6 | i | i | i | 29
CC(=O)CCc1ccc(OC(=O)c2cccnc2)cc1 | i | i | i | i | 8 | i | -5 | i | i | i | -1
c1ccc(-c2cnnc(N3CCCCC3)n2)cc1 | i | i | i | i | 14 | i | -6 | i | i | i | 15
O=C(NCC(=O)N(Cc1ccccc1)C(C(=O)NC1CCCC1)c1ccncc1)c1ccco1 (centres undefined) | i | i | i | i | 3 | i | -4 | i | i | i | 4
CC[n+]1ccc(/C=C2\Sc3ccccc3N2CCCS(=O)(=O)[O-])c2ccccc21 | i | i | i | i | 17 | i | -11 | i | i | i | -19
Cn1c(SCc2ccc(Cl)cc2)nnc1-c1ccc2nonc2c1 | i | i | i | i | · | i | -7 | i | i | i | -2
CC(OC(=O)C1CCCCC1)c1nc2ccccc2[nH]1 (centres undefined) | i | i | i | i | -1 | i | -8 | i | i | i | 5
CCOc1ccccc1CNC(=O)c1ccc(NC(=O)C2=CSCCO2)cc1 | i | i | i | i | 3 | i | -11 | i | i | i | 4
COC(=O)[C@@H](NC(=O)O[C@@H]1C(=O)c2cc(Br)ccc2O[C@H]1c1cccc(OC)c1)C(C)C | i | · | · | i | ? | i | -8 | i | i | i | ·
O=C(Nc1ccccc1C(F)(F)F)C1CCCC1 | i | i | i | i | 0 | i | -6 | i | i | i | -4
O=C(CCNC(=O)N1CC(=O)Nc2ccccc21)NCCc1cccc(F)c1 | i | i | i | i | -1 | i | -8 | i | i | i | -3
COc1ccc(-c2ncncc2-c2csc(C)n2)c(O)c1 | i | i | i | i | 5 | i | -6 | i | i | i | 41
CCOC(=O)c1[nH]c(C)c(CN(CCc2ccccc2)S(C)(=O)=O)c1C | i | i | i | i | 1 | i | -10 | i | i | i | -2
COc1ccc(N2CCCC2)c(NC(=O)c2ccc([N+](=O)[O-])o2)c1 | i | i | i | i | -6 | i | 0 | i | i | i | -2
NC(=O)c1nsc(C(=O)N(c2ccccc2)C(C(=O)NCc2ccc(F)cc2)c2ccco2)c1N (centres undefined) | i | i | i | i | -4 | i | -8 | i | i | i | 1
Cc1ccc(/C=[N+](/C)[O-])cc1 | i | i | i | i | 2 | i | -4 | i | i | i | -7
CCCCn1c(=O)[nH]c(=O)c2c1nc(-c1ccc([N+](=O)[O-])cc1)n2CC | i | i | i | i | 3 | i | -4 | i | i | i | -7
O=C(COc1ccc2ccc(=O)oc2c1)NCCc1c[nH]c2ccc(F)cc12 | i | i | i | i | -4 | i | -7 | i | i | i | -3
O=C(COC(=O)C1C2CC3OC(=O)C1C3C2)Nc1ccc(Br)cc1 (centres undefined) | i | i | i | i | -5 | i | -6 | i | i | i | -5
CCOC(=O)c1cc2sc(C)cc2n1CC(=O)N1CCc2ccccc21 | i | i | i | i | 0 | i | -9 | i | i | i | 4
CCC(=O)N1CCCn2c1nc1ccccc12 | i | i | i | i | -1 | i | -3 | i | i | i | -5
COc1ccc(OC)c(N(CC(=O)Nc2ccccc2)S(=O)(=O)c2ccccc2)c1 | i | i | i | i | 3 | i | 0 | i | i | i | 0
COc1ccc(C(=O)NC(=S)Nc2ccc(N3CCN(C(C)=O)CC3)cc2)cc1[N+](=O)[O-] | i | i | i | i | 1 | i | -6 | i | i | i | ·
Cc1cc(C(=O)N2CCN(C(=O)C3CCCO3)CC2)no1 (centres undefined) | i | i | i | i | 3 | 100* | -5 | i | i | i | -9
COc1cc(OC)c(C(=O)OCCCOC(=O)c2cc(OC)c(OC)cc2OC)cc1OC | i | i | i | i | -10 | i | -5 | i | i | i | -5
COc1ccc2c(c1)CC(C1(O)C(=O)Nc3ccccc31)C2=O (centres undefined) | i | i | i | i | 3 | i | -5 | i | i | i | -5
COc1ccc(Cl)c(Cn2c(NCc3ccco3)nc3c2c(=O)n(C)c(=O)n3C)c1 | · | i | i | · | -4 | i | · | · | · | · | 16
O=C(Nc1ccccc1CC[N+](=O)[O-])N1CCN(c2ccccc2)CC1 | i | i | i | i | 6 | i | -6 | i | i | i | -4
Cc1ccc(OC(C)C(=O)Nc2ccc(S(=O)(=O)Nc3nccs3)cc2)cc1 (centres undefined) | i | i | i | i | -13 | i | -12 | i | i | i | 2
CCC(C)NC(=S)Nc1ccccc1 (centres undefined) | i | i | i | i | · | · | -5 | i | i | i | 3
Cc1cccc(-c2nc(CSc3nc4c(c(=O)[nH]3)CCC4)c(C)o2)c1 | i | i | i | i | 2 | i | -6 | i | i | i | 6
CC(C)COc1ccc(/C(O)=C2/C(=O)C(=O)N(CCN(C)C)C2c2ccncc2)cc1 (centres undefined) | i | i | i | i | 0 | i | -6 | i | i | i | 3
CCOC(=O)c1cnn(-c2ccc(C(F)(F)F)cn2)c1N | i | i | i | i | 8 | i | -12 | i | i | i | 1
CCOc1ccc(NC(=O)CCC(=O)Nc2cc(OC)c(NC(=O)c3ccco3)cc2OC)cc1 | i | i | i | i | -1 | i | -16 | i | i | i | -1
O=C(CN1CCOCC1)Nc1ccc2c(c1)OCO2 | i | i | i | i | 2 | i | -4 | i | i | i | 0
COc1cc(OC)cc(C(=O)Nn2cnnc2)c1 | i | i | i | i | 4 | i | -13 | i | i | i | ·
COCC(CN1CCN(C2=NS(=O)(=O)c3ccccc32)CC1)OC(=O)c1ccccc1 (centres undefined) | i | i | i | i | -1 | i | -12 | i | i | i | 0

# The list goes on:
SMILES | KCNK9 inh | KCNK3 block | TMEM16A act | KCNQ1 act | HDAC3 inhib | ANO1 block | hERG rescue | KCNQ1 inh | TRPC4 agonist | TRPC4 PAM | DYRK1A inh
O=C(CSc1nccn1Cc1ccco1)Nc1ccccc1C(F)(F)F | i | i | i | i | -6 | i | -7 | i | i | i | 3
CC(C)(C)NC(=O)CSc1nsc(SCC(=O)NC(C)(C)C)c1C#N | i | i | i | i | -4 | i | -2 | i | i | i | 3
CC(O)[C@H]1CNC(=O)C(=O)N1CCc1cccc2ccccc12 (some centres undefined) | i | i | i | i | -3 | i | -7 | i | i | i | 0
CCOc1ccccc1C1NC(=O)CCC1[N+](=O)[O-] (centres undefined) | i | i | i | i | -3 | i | 0 | i | i | i | -1
COc1cccc(NC(=O)CN(C)C(=O)CN2C(=O)NC(C)(c3ccc4ccccc4c3)C2=O)c1 (centres undefined) | i | i | i | i | -3 | i | -16 | i | i | i | 16
CCN1CCN(C(=O)/C=C/c2cccc(Cl)c2)CC1 | i | i | i | i | 0 | i | -2 | i | i | i | 0
CC(CCc1ccccc1)NC(=O)c1nnc(Cc2ccc(F)cc2)o1 (centres undefined) | i | i | i | i | 2 | i | -4 | i | i | i | 4
COc1ccc(CCNC(=O)c2c[nH]c3ccc(F)cc3c2=O)cc1OC | i | i | i | i | 7 | i | -5 | i | i | i | -1

# High-throughput results (PubChem BioAssay)
